# Compound activity deposited in PubChem by National Center for Advancing Translational Sciences (NCATS).
# GLP-1R agonist – qHTS of GLP-1 Receptor Agonists | Potency, µM (top dose mostly 45.6 µM), for inactives: at the top dose activation, usual class: activators | Glucagon-like peptide 1 receptor (Homo sapiens), P43220 | HEK293 GLP-1R CRE-luciferase, luminescence, 4-6 h; cells express a hypersensitive GLP-1R form | 380,000 compounds, 0.007% hits | AID 624172, 2012; also: potency is read from the fitted curve at half-maximal effect; % of control where 0% means no effect
# Target sequence (P43220 whole entry, looked up): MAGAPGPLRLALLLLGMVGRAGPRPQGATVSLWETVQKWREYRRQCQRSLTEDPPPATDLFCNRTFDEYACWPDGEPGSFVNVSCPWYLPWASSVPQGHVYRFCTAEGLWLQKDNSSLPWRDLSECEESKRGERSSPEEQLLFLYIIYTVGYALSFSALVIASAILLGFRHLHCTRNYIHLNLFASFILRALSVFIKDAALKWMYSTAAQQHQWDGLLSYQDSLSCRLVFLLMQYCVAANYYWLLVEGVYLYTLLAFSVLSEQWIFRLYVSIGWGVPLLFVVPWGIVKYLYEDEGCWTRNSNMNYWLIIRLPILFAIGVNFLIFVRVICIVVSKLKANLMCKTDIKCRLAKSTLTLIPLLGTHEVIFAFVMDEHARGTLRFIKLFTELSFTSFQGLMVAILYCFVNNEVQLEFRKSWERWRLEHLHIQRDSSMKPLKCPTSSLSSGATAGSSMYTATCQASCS
# PLK1 PBD block – qHTS for Inhibitors of PLK1-PDB (polo-like kinase 1 - polo-box domain): Primary Screen | Serine/threonine-protein kinase PLK1 (Homo sapiens), P53350 | Plk1 PBD binding of FITC phosphopeptide, fluorescence polarization | Potency, µM, for inactives: max response, negative = inhibition, usual class: inhibitors | 360,000 compounds, 2.8% hits | AID 720504, 2013; also: potency is read from the fitted curve at half-maximal effect; series mostly up to about 57 µM; % is scaled to controls: 0 for no effect and ±100 for the full control effect; nearly all actives have a fitted effect of over 65% in size
# Target sequence (P53350 whole entry, looked up, the tested form may be a part): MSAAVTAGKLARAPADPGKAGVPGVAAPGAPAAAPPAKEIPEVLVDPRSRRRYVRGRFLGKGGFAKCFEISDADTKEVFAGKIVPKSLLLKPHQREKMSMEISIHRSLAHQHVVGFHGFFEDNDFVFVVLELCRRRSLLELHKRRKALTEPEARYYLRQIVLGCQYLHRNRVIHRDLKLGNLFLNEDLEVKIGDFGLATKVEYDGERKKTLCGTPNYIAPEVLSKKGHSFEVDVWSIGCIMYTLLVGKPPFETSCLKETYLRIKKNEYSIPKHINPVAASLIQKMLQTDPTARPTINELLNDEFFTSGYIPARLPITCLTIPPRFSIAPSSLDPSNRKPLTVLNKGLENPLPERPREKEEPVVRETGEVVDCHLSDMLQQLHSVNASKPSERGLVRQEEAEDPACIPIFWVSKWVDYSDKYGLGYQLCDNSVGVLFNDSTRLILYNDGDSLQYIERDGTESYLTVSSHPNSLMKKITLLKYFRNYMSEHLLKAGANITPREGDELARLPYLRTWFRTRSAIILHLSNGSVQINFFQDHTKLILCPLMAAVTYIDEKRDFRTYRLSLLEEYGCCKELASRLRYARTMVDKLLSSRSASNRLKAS
# WRN inhibitor – qHTS for Inhibitors of WRN Helicase | 360,000 compounds, 0.46% hits | Potency, µM (highest dose often 114 µM), inactives show at the highest dose activity change, negative = inhibition, most hits filed as inhibitors | Bifunctional 3'-5' exonuclease/ATP-dependent helicase WRN (Homo sapiens), Q14191 | WRN helicase unwinding, fluorescent forked duplex, kinetic | AID 651768, 2012; also: potency is read from the fitted curve at half-maximal effect; % is scaled to controls: 0 for no effect and ±100 for the full control effect; nearly all actives have a fitted effect of over 55% in size
#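 Enzyme (20 nM final) and test compound sit together 15 min at room temperature before substrate addition. Substrate is a single-forked duplex oligonucleotide (100 nM) labelled with fluorophore and quencher, with 2 mM ATP; helicase unwinding raises red fluorescence, read kinetically.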
# IL-2 act – qHTS of IL-2 Activators; IL-2 activation reporter assay, cell-based qHTS; stimulated with anti-CD3/CD4/CD28 beads; in transgenic mouse T cells; activation, % (series mostly up to about 46 µM); 360,000 compounds, 0.065% hits; in the data active = activation above about 50%; inconclusive = mostly about 30% to 49%; also: 0% is about no effect
#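 Using fluorescent plate cytometry, EGFP and DsRed are detected in transgenic mouse T cells stimulated 18 h at 37 degrees C with antibody-coated beads after 60 min compound pretreatment.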
# PI5P4K alpha inh – qHTS for Inhibitors of phosphatidylinositol 5-phosphate 4-kinase (PI5P4K); PI5P4Kalpha enzyme, ADP-Glo luminescence, 60 min; stronger effect = lower value; Phosphatidylinositol 5-phosphate 4-kinase type-2 alpha (Homo sapiens), P48426; max response, %; 330,000 compounds, 1.2% hits; active = max response of -50% or lower; inconclusive = between -30% and -50%; inactive = -30% or higher; also: value at the top dose of about 77 µM; % is scaled to controls: 0 for no effect and ±100 for the full control effect
#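 ADP-Glo luminescence end-point after a 60 min room-temperature kinase reaction. PI5P4Kalpha and substrate in HEPES pH 7.4 buffer with EGTA, 0.1% CHAPS and 5% DMSO; ATP at 5 microM final.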
# D3 ag – qHTS of D3 Dopamine Receptor Agonist: qHTS. D3R DiscoveRx beta-arrestin cells, luminescence, 90 min. max activation, %. 410,000 compounds, 0.58% hits; in the data active = max activation above about 30%; also: 0% is about no effect; mostly tested at two doses, the higher about 12 µM
#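 Agonist-mode cell screen: cells plated at 1500/well and incubated overnight at 37 °C, then exposed to library compounds for 90 min at 37 °C. Detection reagent was added for 30–60 min at room temperature, and luminescence was read.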
# HEK293 tox – qHTS of GLP-1 Receptor Inverse Agonists: Cytotox Screen. 410,000 compounds, 0.13% hits. AID 624418, 2012. Potency, µM (doses to about 38.3 µM), inactives show at the highest dose activity change, negative = inhibition, most hits filed as inhibitors. HEK293 cAMP-luciferase reporter cells, luminescence, 24 h;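 also: loss of luciferase light is scored as toxicity; potency is read from the fitted curve at half-maximal effect; % is scaled to controls: 0 for no effect and ±100 for the full control effect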
#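 A 23 nL compound transfer followed 12 hours of cell culture at 37 deg C; exposure then lasted 24 hr. Luciferase assay detection reagent was dispensed and plates read for luminescence after a 12 min room-temperature wait.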
# GLP1R inv ag – qHTS of GLP-1 Receptor Inverse Agonists (Inhibition Mode); Glucagon-like peptide 1 receptor (Homo sapiens), P43220; HEK293 GLP-1R CRE-luciferase, luminescence, 24 h; GLP-1R form is constitutively active; Potency, µM (titrated, usually from 38.3 µM), inactives show at the top dose activity change, negative = inhibition, hits mostly inhibitors; 410,000 compounds, 1.6% hits; also: potency is read from the fitted curve at half-maximal effect; % is scaled to controls: 0 for no effect and ±100 for the full control effect; nearly all actives have a fitted effect of over 55% in size
#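 Stable HEK293 clone (constitutively active GLP-1R + cAMP-response luciferase); 200 cells/uL plated, 12 h pre-culture, compound 24 hr, 37 deg C/5% CO2; detection reagent 12 min RT; luminescence.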
# D3 antag – qHTS of D3 Dopamine Receptor Antagonist: qHTS; 360,000 compounds, 2.5% hits; D3R cells, DiscoveRx beta-arrestin luminescence, antagonist mode; stronger effect = lower value; max response, negative = inhibition, %; in the data active = max response below about -50%; inconclusive = no clear call, values can overlap the other calls; also: % is scaled to controls: 0 for no effect and ±100 for the full control effect; mostly tested at two doses, the higher about 12 µM
#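 Cells plated overnight at 1500 cells/well, then exposed to library compounds with dopamine controls for 90 minutes at 37 degrees C. DiscoveRx reagent added for 30–60 minutes at room temperature; luminescence read, quantitative HTS format.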
# * = called active by the depositor; ? = inconclusive; . = no result given; [ ] = dose if it differs, or a comment. Unless noted, calls follow the shape of the dose curve; as a rule, active = well fitted curve in the direction sought with a large enough effect; inconclusive = small, poorly fitted or top-dose-only effect, or another doubt; inactive = no such curve, though single readings can be large; an effect the other way counts as inactive or inconclusive.
SMILES,GLP-1R agonist,PLK1 PBD block,WRN inhibitor,IL-2 act,PI5P4K alpha inh,D3 ag,HEK293 tox,GLP1R inv ag,D3 antag
COc1ccccc1OCc1ccc(C(=O)NN)cc1,-1%,2%,-10%,-1.1,4,3,4%,2%,13
O=C1NCCO1,0%,-23%,3%,1.0,-2,-17,4%,2%,0
O=C(CNC(=S)N(CCCN1CCOCC1)Cc1cccs1)NCCN1CCOCC1,0%,-10%,-6%,-3.3,15,-19,0%,11%,5
CC1(C)CC(=O)C2=C(C1)OC1=C(C(=O)CC(C)(C)C1)C2c1ccccc1Cl,16%,-7%,6%,-3.8,3,5,6%,2%,7
CC1CCN(S(=O)(=O)c2ccc(NC(=O)CN3CCOCC3)cc2)CC1,-10%,-1%,3%,-1.9,.,0,-22%,8%,5
ONC(=NCc1ccccc1)c1ccccc1,10%,-1%,-5%,-4.8,15,-5,18%,11%,1
O=C(Nc1ccc(C(=O)N2CCOCC2)cc1)Nc1cccc2ccccc12,4%,-5%,5%,-0.2,-11,2,20%,4%,1
c1csc(-c2csc3ncnc(NCCCN4CCOCC4)c23)c1,17%,-7%,-12%,-3.8,.,-17,-17%,79%[activator],-56*
Cc1c(NC(=S)N/N=C/c2ccc(Br)cc2)c(=O)n(-c2ccccc2)n1C,-1%,-4%,-2%,-5.9,-11,5,3%,-18%,-14
CSc1ccc(CC(=O)N2CCC(n3nccc3NC(=O)C3CC3)CC2)cc1,14%,-6%,-1%,-1.8,-2,-3,1%,1%,1
C=CCOc1ccc(/C(O)=C2\C(=O)C(=O)N(CCOC)C2c2cccnc2)cc1 (stereo not drawn),-9%,-6%,-1%,0.6,.,-3,30%[activator],11%,-7
CN(C(=O)CSc1nnn(C)n1)c1ccccc1,-3%,1%,8%,-2.0,-1,12,-2%,11%,17
Cc1ccc(C)c(NC(=O)c2cc(=O)c3ccccc3o2)c1,-2%,-4%,0%,0.0,-1,3,-6%,4%,-8
COc1ccc(NC(=O)CSc2nc3sc(C)c(C)c3c(=O)n2Cc2ccco2)cc1,-4%,-6%,-4%,-1.2,.,1,3%,-9%,-7
OCCNc1nc(N2CCN(Cc3ccccc3)CC2)nc2ccccc12,17%,-4%,4%,1.4,.,-7,?,?,?
NC(=O)CC(NC(=O)Cc1ccc(Br)cc1)c1ccc(NCc2ccc(F)c(F)c2)c([N+](=O)[O-])c1 (stereo not drawn),0%,0%,1%,1.1,-9,-4,?,?,-24
O=C(CSC1=NS(=O)(=O)c2ccccc2N1)Nc1cccc(F)c1,-13%,-15%,-15%,-0.8,-1,-10,5%,10%,3
COc1ccc(Cl)cc1NC(=O)C1CCN(S(=O)(=O)c2ccc3c(c2)CC(C)N3C(C)=O)CC1 (stereo not drawn),1%,.,.,.,.,-13,4%,9%,.
CCN1C(c2ccccc2)=C(c2ccccc2)S/C1=C\C=C1/SC(=S)N(C)C1=O,-18%,-20%,?,-2.8,.,15,-18%,4%,16
CCOc1cc(NC(=O)c2ccccn2)c(OCC)cc1NC(=O)c1ccc(OC)cc1,5%,-1%,-13%[57.1 µM],-2.4,2,15,2%,-12%,6
CCCCn1c(CCl)nc2cc(S(=O)(=O)N3CCOCC3)ccc21,-23%,-19%,-5%,9.8,3,-7,2%,?,-6
CCn1c(SCC(=O)Nc2ccccc2C)nnc1-c1ccccc1O,6%,-3%,-14%,-0.7,.,3,6%,0%,17
O=[N+]([O-])c1cccc(S(=O)(=O)N2CCN(S(=O)(=O)N3CCOCC3)CC2)c1,4%,-21%,7%,0.0,-7,4,-5%,2%,11
CC1CC(C)(C)NC(=S)N1CCCC(=O)Nc1ccccc1F (stereo not drawn),-2%,3%,9%,1.1,-3,1,-4%[7.66 µM],-14%[7.66 µM],-2
CCOC(=O)c1c(C)c(C(=O)N2CCc3ccccc3C2)c(C)n1CC,23%,-6%,-4%,-0.5,.,9,-27%,0%,-15
Cc1cccc(NC(=O)c2ccc(Cl)c(S(=O)(=O)N3CCCCCC3)c2)n1,1%,-6%,-8%,-0.4,16,1,-4%,?,10
Cc1nc(-c2cccs2)ccc1C(=O)O,0%,-5%,-7%,-0.8,-1,6,-11%,5%,-1
CC(=O)Nc1ccc(NC(=O)c2ccc(CN3CCc4ccccc4C3)cc2)cc1,-11%,-13%,-1%,-0.1,-8,-13,-9%,-1%,-55*
O=C(NCCN1C(=O)S/C(=C/c2cccnc2)C1=O)C1=NN(c2ccccc2)C(=O)CC1,-3%,-12%,-3%,-0.1,-9,4,-20%,2%,20
Nc1ccc2nc(N3CCOCC3)sc2c1,0%,5%,5%,-0.8,-6,3,-8%,-5%,-1
CCOc1ccc(NS(=O)(=O)c2ccc(C(=O)NCC(c3ccco3)N3CCCC3)cc2)cc1 (stereo not drawn),-1%,2%,4%,1.6,4,-9,5%,?,-7
CCN(CC)S(=O)(=O)c1ccc2oc(SCC(=O)NC3CC3)nc2c1,-7%,21µM*,-2%,1.0,-14,4,18%,1%,14
CC(C)(C)n1nnnc1C(c1ccccc1)N1CCN(CCN2CCOCC2)CC1 (stereo not drawn),9%,0%,3%,0.0,0,4,7%,17%,17
O=C(COc1ccccc1[N+](=O)[O-])N1CCN(c2ccccn2)CC1,11%,-2%,-7%,-0.4,3,-12,0%,12%,7
O=C(Cc1ccc(Br)cc1)NC1CCSC1=O (stereo not drawn),0%,-8%,1%,-0.6,2,-1,6%[7.66 µM],-1%[7.66 µM],-16
COc1ccc(Cl)cc1C(=O)NCCS(=O)(=O)N1CCN(c2ccccc2F)CC1,6%,-12%,-6%,-2.0,15,-1,2%,?,0

# A second format for part of the listing above:
# Below each compound: GLP-1R agonist, PLK1 PBD block, WRN inhibitor, IL-2 act, PI5P4K alpha inh, D3 ag, HEK293 tox, GLP1R inv ag, D3 antag
CCN(CC)S(=O)(=O)c1ccc2oc(SCC(=O)NC3CC3)nc2c1
 : -7%, 21µM*, -2%, 1.0, -14, 4, 18%, 1%, 14
CC(C)(C)n1nnnc1C(c1ccccc1)N1CCN(CCN2CCOCC2)CC1 (stereo not drawn)
 : 9%, 0%, 3%, 0.0, 0, 4, 7%, 17%, 17

# New compounds follow.
SMILES,GLP-1R agonist,PLK1 PBD block,WRN inhibitor,IL-2 act,PI5P4K alpha inh,D3 ag,HEK293 tox,GLP1R inv ag,D3 antag
CCC(C)[C@H](NC(=O)N1CC(=O)Nc2ccccc21)C(=O)N[C@H](C(=O)O)c1ccccc1 (stereo partly drawn),-1%,9%,-3%,0.3,2,1,7%,18%,10
O=C(/C=C/c1ccc(Br)o1)NCc1ccccc1,-3%,?,-15%[57.1 µM],-0.2,-9,-7,4%,-22%,6
OCC[C@@H]1C[C@H](O)[C@@H](O)[C@]2(CCCO2)O1,6%,-14%,-3%,-2.1,-2,20,10%,9%,28
Cc1nc(Nc2ccc(S(N)(=O)=O)cc2)oc1C,-8%,?,7%,-1.2,3,1,-3%,-4%,14
Cc1cc(C(=O)Nc2cccc(C)c2C)n(-c2ccccc2)n1,9%,-2%,1%,-2.7,-5,5,0%,?,4
Cc1noc(C)c1COC(=O)c1cccnc1SCC(=O)Nc1ccc2c(c1)OCO2,11%,4%,-2%,-0.5,.,-5,-33%,0%,-18
Cc1ccc(-c2nnn(CC(=O)O)n2)cc1,-4%,-8%,2%,-2.9,6,-3,-6%,5%,11
COc1ccccc1C(CNC(=O)c1ccc(-c2ccccc2Cl)o1)N1CCCC1 (stereo not drawn),21%,-7%,-4%,-5.9,15,-20,?,4.5µM*,-17
N/C(=N\OC(=O)Cc1ccccc1[N+](=O)[O-])c1ccc(Br)cc1,19%,-13%,-2%,0.8,2,-7,-1%,?,-8

# Structures shown so far containing two or more sulfur atoms, in the order listed:
SMILES,GLP-1R agonist,PLK1 PBD block,WRN inhibitor,IL-2 act,PI5P4K alpha inh,D3 ag,HEK293 tox,GLP1R inv ag,D3 antag
O=C(CNC(=S)N(CCCN1CCOCC1)Cc1cccs1)NCCN1CCOCC1,0%,-10%,-6%,-3.3,15,-19,0%,11%,5
c1csc(-c2csc3ncnc(NCCCN4CCOCC4)c23)c1,17%,-7%,-12%,-3.8,.,-17,-17%,79%[activator],-56*
COc1ccc(NC(=O)CSc2nc3sc(C)c(C)c3c(=O)n2Cc2ccco2)cc1,-4%,-6%,-4%,-1.2,.,1,3%,-9%,-7
O=C(CSC1=NS(=O)(=O)c2ccccc2N1)Nc1cccc(F)c1,-13%,-15%,-15%,-0.8,-1,-10,5%,10%,3
CCN1C(c2ccccc2)=C(c2ccccc2)S/C1=C\C=C1/SC(=S)N(C)C1=O,-18%,-20%,?,-2.8,.,15,-18%,4%,16
O=[N+]([O-])c1cccc(S(=O)(=O)N2CCN(S(=O)(=O)N3CCOCC3)CC2)c1,4%,-21%,7%,0.0,-7,4,-5%,2%,11
CCN(CC)S(=O)(=O)c1ccc2oc(SCC(=O)NC3CC3)nc2c1,-7%,21µM*,-2%,1.0,-14,4,18%,1%,14
